PREPL inh: PREPL enzyme inhibitors, primary screen, biochemical, fluorescence polarization; hit rate 0.68% among 320,000; inhibition, % at 5.96 µM; Prolyl endopeptidase-like (Homo sapiens), Q4J6C6; recombinant PREPL, fluorescence polarization activity-based probe; in the data active means inhibition above about 43%;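 further: 0% = enzyme with DMSO and 100% = wells lacking enzyme; many of its hits are not listed in these tables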
Target sequence (Q4J6C6 whole entry, looked up): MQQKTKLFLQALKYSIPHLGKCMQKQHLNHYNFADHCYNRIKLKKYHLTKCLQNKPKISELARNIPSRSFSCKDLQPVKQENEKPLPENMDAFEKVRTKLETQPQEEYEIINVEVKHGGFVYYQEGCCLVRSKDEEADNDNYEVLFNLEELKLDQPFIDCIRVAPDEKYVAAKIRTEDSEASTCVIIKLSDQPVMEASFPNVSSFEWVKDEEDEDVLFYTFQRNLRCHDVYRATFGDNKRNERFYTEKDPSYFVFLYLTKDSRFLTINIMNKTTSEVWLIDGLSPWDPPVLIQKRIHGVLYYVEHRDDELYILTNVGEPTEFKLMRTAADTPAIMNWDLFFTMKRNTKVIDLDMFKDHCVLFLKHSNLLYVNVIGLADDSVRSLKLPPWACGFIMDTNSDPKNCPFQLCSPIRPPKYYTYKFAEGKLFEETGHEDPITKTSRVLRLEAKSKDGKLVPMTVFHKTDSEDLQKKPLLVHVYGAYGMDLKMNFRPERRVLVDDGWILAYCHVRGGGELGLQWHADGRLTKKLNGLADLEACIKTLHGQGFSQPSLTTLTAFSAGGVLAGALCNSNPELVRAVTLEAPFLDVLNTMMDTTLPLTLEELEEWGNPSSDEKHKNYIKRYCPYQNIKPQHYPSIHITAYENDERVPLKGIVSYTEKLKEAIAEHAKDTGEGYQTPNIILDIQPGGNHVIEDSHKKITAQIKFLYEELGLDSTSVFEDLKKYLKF
ZTA DNA inh: counter-screen for EBNA-1 inhibitors: inhibitors of Epstein-Barr virus ZTA. P03206. ZTA-DNA binding, fluorescence polarization. inhibition, % at 11 µM. hit rate 0.15% among 320,000; in the data active means inhibition above about 33%
LYPLA1 inh: LYPLA1 inhibitors, primary screen, counter-screen for PME1 inhibitor project, biochemical, fluorescence polarization, FP-Rh probe ABPP. recombinant LYPLA1. Acyl-protein thioesterase 1 (Homo sapiens), O75608. AID 2174, 2009. hit rate 0.16% among 320,000. inhibition, % at 5.9 µM;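 active means inhibition above the mean of all tested compounds plus 3 SD, set per campaign, cut at about 14% in these data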;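 further: inhibitors block serine hydrolase probe labeling of LYPLA1 so polarization falls; 0% = enzyme with DMSO and 100% = wells lacking LYPLA1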
LYPLA2 counter: LYPLA2 inhibitors, primary screen, counter-screen for PME1 inhibitor project, biochemical, fluorescence polarization, FP-Rh probe ABPP | Acyl-protein thioesterase 2 (Homo sapiens), O95372 | recombinant LYPLA2 | inhibition, % at 5.9 µM | hit rate 0.38% among 320,000;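 active means inhibition above the screen-wide mean plus 3 SD, limit set per campaign, cut at about 26% in these data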;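 further: 0% = LYPLA2 with DMSO and 100% = wells lacking LYPLA2 enzyme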
pPAFAH inh: pPAFAH enzyme inhibitors, primary screen, biochemical, fluorescence polarization, human | hit rate 1.5% among 330,000 | recombinant pPAFAH, FP-rhodamine probe fluorescence polarization | inhibition, % at 3.39 µM | Platelet-activating factor acetylhydrolase (Homo sapiens), Q13093 | AID 463082, 2010;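 active means inhibition above the mean inhibition across the screen plus 3 SD, cut at about 25% in these data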;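 further: inhibitors block binding of the rhodamine activity-based probe so polarization drops; 0% = enzyme with DMSO and 100% = wells lacking pPAFAH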
PAFAH1B3 FP inh: PAFAH1B3 enzyme inhibitors, primary screen, biochemical, fluorescence polarization, human | inhibition, % at 3.39 µM | Platelet-activating factor acetylhydrolase IB subunit alpha1 (Homo sapiens), Q15102 | recombinant PAFAH1B3, FP-rhodamine probe | hit rate 0.28% among 340,000;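 active means inhibition above the screen-wide average of all tested compounds plus 3 SD, cut at about 25% in these data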;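 further: 0% = enzyme with DMSO only and 100% = wells lacking PAFAH1B3 protein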
Target sequence (Q15102 whole entry, looked up): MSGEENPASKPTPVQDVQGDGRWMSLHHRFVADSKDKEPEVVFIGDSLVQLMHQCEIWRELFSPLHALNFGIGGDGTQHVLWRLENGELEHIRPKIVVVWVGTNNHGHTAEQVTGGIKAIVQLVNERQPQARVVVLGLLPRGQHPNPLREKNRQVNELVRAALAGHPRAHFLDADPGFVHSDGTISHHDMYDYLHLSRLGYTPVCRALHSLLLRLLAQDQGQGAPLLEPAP
PAFAH2 FP inh: PAFAH2 enzyme inhibitors, primary screen, biochemical, fluorescence polarization, human | Platelet-activating factor acetylhydrolase 2, cytoplasmic (Homo sapiens), Q99487 | recombinant PAFAH2, FP-rhodamine activity probe | inhibition, % at 3.39 µM | hit rate 0.99% among 340,000 | AID 492956, 2010;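 active means inhibition above the mean over all tested compounds plus 3 SD, cut at about 30% in these data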;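 further: inhibitors block probe labeling of enzyme so polarization drops; 0% = enzyme with DMSO and 100% = wells lacking PAFAH2 protein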
PAFAH1B2 inh: PAFAH1B2 enzyme inhibitors, primary screen, biochemical, fluorescence polarization, human. Platelet-activating factor acetylhydrolase IB subunit alpha2 (Homo sapiens), P68402. recombinant PAFAH1B2, FP-rhodamine activity probe. inhibition, % at 3.39 µM. hit rate 1.2% among 340,000. AID 492953, 2010;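 active means inhibition above the mean of all tested compounds plus 3 SD, cut at about 24% in these data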;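 further: 0% = enzyme with DMSO and 100% = wells lacking PAFAH1B2; many of its hits are not listed in these tables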
EBNA-1 inhibitor: EBNA-1 DNA-binding inhibitors, primary screen, biochemical, fluorescence polarization | inhibition, % at 14.8 µM | hit rate 0.34% among 300,000 | AID 1950, 2009; in the data active means inhibition above about 28%
An asterisk follows results filed as active; / = no result given.

SMILES	PREPL inh	ZTA DNA inh	LYPLA1 inh	LYPLA2 counter	pPAFAH inh	PAFAH1B3 FP inh	PAFAH2 FP inh	PAFAH1B2 inh	EBNA-1 inhibitor
CC(=O)Nc1ccc(S(=O)(=O)NCC(=O)NNC(=O)COc2ccccc2Cl)cc1	5	-3	2	3	4	0	9	-2	7
N/C(=N\OC(=O)c1ccc(OCC(F)(F)F)nc1)c1ccc(Cl)cc1	1	-9	0	-6	-6	3	3	1	-5
COc1cccc(N2CCN(C(=O)c3cc4c(OC)c(OC)c(OC)cc4[nH]3)CC2)c1	14	2	3	9	-2	6	6	-1	10
COc1ccc(OC)c(/C=N/NC(=O)CC(=O)NCc2ccccc2)c1	18	0	-2	-5	-2	15	-5	-1	-8
COc1ccccc1C(=O)Nc1cccnc1	-5	0	1	-1	1	5	1	3	-4
CCc1cccc2c(C(=O)COC(=O)C3=NNC(=O)CC3)c[nH]c12	-6	11	-2	-6	3	7	-1	-4	6
CCc1ccc(NC(=O)COc2ccc(F)cc2C(=O)c2cnn(-c3ccccc3)c2)cc1	-10	0	-1	4	4	12	-7	-2	3
COC(=O)C1=C[C@@H](C(=O)OC)[C@@H]2C3=C(C(=O)[C@@]2(C)NC(=O)c2ccccc2)[C@H](C)C(C(=O)OC)=C(C(=O)OC)[C@@H]3C1	1	-6	3	1	-4	3	2	-8	7
CC1(C)CC(=O)C2=C(C1)c1c(ccc3ccccc13)NC2c1cc([N+](=O)[O-])cc([N+](=O)[O-])c1O (stereo not given)	2	5	-6	-10	41*	20	35*	29*	8
COC(=O)c1ccc(/C=N/NC(=O)C(=O)NCC2CCCO2)cc1 (stereo not given)	8	-1	1	5	-2	0	0	0	2
CNc1nc2ccccc2n1N	-2	2	-2	4	0	4	-1	1	1
CCN(CC)c1ccc(NC(=O)Cn2cc3c(n2)CCC(C)C3)c(C)c1 (stereo not given)	3	0	2	-3	4	1	-6	4	-10
CCOC(=O)C1=C(CCl)NC(=O)NC1c1ccc2c(c1)OCO2 (stereo not given)	-1	5	2	-3	6	4	-8	-4	1
O=C(Cc1ccc(Br)cc1)N1CCN(C(=O)c2ccccc2)CC1	3	-12	2	8	3	2	-7	2	/
CC(C)NC(=O)c1cc2c(-c3ccc(Cl)cc3)nn(C)c2s1	-7	-2	-11	-1	-3	-2	4	1	16
COc1ccc(CNC(=O)C2CC(=O)N(c3ccc(OCC(=O)N4CCCCC4)cc3)C2)cc1 (stereo not given)	-4	0	0	-7	1	-6	1	-6	-8
Cc1nc2c(-c3ccc(F)cc3)c(C)nn2c(C)c1CCC(=O)NC(C)CCc1ccco1 (stereo not given)	13	-1	-4	6	2	0	11	3	2
NC(=O)c1ccccc1OCC(=O)Nc1ccc2c(c1)CCC2	-71	-5	-2	-1	-1	8	-1	2	/
O=C(NCCS(=O)(=O)NCc1ccc2c(c1)OCO2)c1ccccc1	-9	2	-1	-1	1	2	-6	6	-1
Cc1ccccc1CCNC(=O)c1ccc(Cl)c(S(=O)(=O)N2CC(C)OC(C)C2)c1 (stereo not given)	24	-3	-5	2	4	4	2	2	/
CCN(CC)CCCNC(=O)Cn1cnc2sc(C)c(S(=O)(=O)N3CCC(C)CC3)c2c1=O	10	2	-2	5	3	11	-1	4	-5
O=C(Cn1cc2c(n1)CCCCC2)N1CCc2ccccc2C1	4	2	2	0	3	-2	0	6	-4
O=C(C1CCCN(Cc2ccccc2Br)C1)N1CCCCC1 (stereo not given)	0	6	-2	2	3	4	-11	2	8
Cc1ccccc1OCCC(=O)OCC(=O)NC1CC1	16	4	-2	6	8	3	0	6	7
CC(=O)N=c1sc2ccccc2n1C	23	3	-3	-4	-3	4	-4	5	1
O=C1c2ccccc2NC(c2ccncc2)N1c1ccccn1 (stereo not given)	19	-2	-3	-1	5	5	3	4	-17
Cc1cccc(C(=O)N(Cc2ccc(C)o2)C2CCS(=O)(=O)C2)c1 (stereo not given)	5	4	5	7	4	6	-2	-4	0
OCc1cccc(Nc2ncnc3sc4c(c23)CCCCC4)c1	12	-22	0	-7	2	4	4	-5	-1
CC(C)C(NS(=O)(=O)c1ccc(Br)s1)C(=O)O (stereo not given)	13	-23	1	5	0	-1	4	2	-17
O=C(Nc1cccc(C(=O)O)c1)/C(=C\c1ccc2c(c1)OCO2)NC(=O)c1ccc(Br)o1	-3	5	0	5	8	6	1	2	0
O=c1cc(-c2ccccc2Cl)c2c([nH]1)CCC2	-6	3	-3	3	9	0	0	3	-2
O=C1CC(c2ccccc2)CC(O)=C1C=NCc1ccco1 (stereo not given)	-4	-1	-3	1	3	0	4	4	0
COc1ccc(N(C(=O)COc2ccccc2)C2C=CS(=O)(=O)C2)cc1 (stereo not given)	-6	-4	3	8	2	-2	10	3	-4
COc1cc(OC)c(OC)cc1CN1CCCC(C(=O)N2CCCC2)C1 (stereo not given)	-2	2	-7	-3	6	-1	0	8	3
Cc1ccccc1C(=O)NC1CCN(Cc2nnnn2Cc2ccccc2)CC1	-9	-5	-2	0	-1	5	5	6	-12
COc1cccc(C(=O)N2CCN(c3ccccn3)CC2)c1	11	13	1	-4	-6	1	2	5	-10
COc1ccc(CN(C)C(=O)C2CC(=O)N(c3ccc4c(c3)OCCO4)C2)c(OC)c1 (stereo not given)	3	-2	2	3	1	-3	3	0	/
COc1ccccc1-c1sc2ccccc2c1-c1ccccc1OC	-4	-6	0	5	3	0	-4	-2	/
COc1ccc(C(C(=O)NC2CCCC2)N(C(=O)c2ccco2)c2ccccc2C(C)=O)cc1OC (stereo not given)	-2	16	-1	1	7	3	0	1	7
CCc1cccc2[nH]c3cc([N+](=O)[O-])ccc3c12	0	5	3	-6	9	-10	-3	1	1
COc1ccc(C)cc1S(=O)(=O)NC1CCCCC1	10	-5	1	6	0	-1	5	2	19
CC(C)CNC(=O)c1ccc(Cl)c(NC(=O)COc2ccccc2)c1	-4	11	0	-10	3	/	/	/	2
CCCSc1ccc([C@H]2N[C@@](CC(C)C)(C(=O)OC)[C@H]3C(=O)N(CC)C(=O)[C@@H]23)cc1	5	/	/	/	2	-4	-3	1	/
O=C1c2ccccc2C(O)(Cc2ccccc2)N1Cc1ccco1 (stereo not given)	4	1	0	-5	0	4	3	2	1
O=C(O)c1cccc(NS(=O)(=O)c2ccc(NC(=O)c3ccco3)cc2)c1	12	5	0	0	-1	/	/	/	-11
Oc1ccc(/C=N/Nc2ncnc3c2ncn3Cc2ccccc2)cc1O	11	14	-7	-11	30*	-1	15	3	5
COc1ccc(/C=C/C(=O)N2CCOCC2)cc1OC	2	7	-2	-4	-1	10	-3	2	4
Oc1ccc2ccccc2c1/C=N/n1cnnc1	7	-17	1	9	7	5	5	4	-8
CC1(C)C([N+](=O)[O-])C(c2ccc(O)cc2)NC(c2ccc(O)cc2)C1[N+](=O)[O-] (stereo not given)	-16	4	-1	-1	1	2	7	1	-11
CCC(NC(=O)c1cc(COc2c(F)cccc2F)on1)c1ccncc1 (stereo not given)	12	-26	3	11	2	10	-4	-2	5
Cc1onc(-c2ccccc2Cl)c1C(=O)N(C)C1CCCCC1	7	5	-3	3	8	0	9	-4	10
Cc1cc(C(=O)Nc2ccc(C(=O)O)cc2)c(-c2ccccc2)o1	-5	1	1	6	2	10	-10	2	-7
COc1ccc(C2=NOC(Cn3nc(-c4ccccc4)cc3C(=O)NCc3cccc(C(F)(F)F)c3)C2)cc1 (stereo not given)	-13	/	/	/	-4	21	-28	2	/
O=[N+]([O-])c1ccc(N2CCCCCC2)c(S(=O)(=O)N2CCCCC2)c1	8	-11	-1	8	1	-9	6	-1	-4
Cc1nn(CC(=O)NCc2cccnc2)c(=O)c2ccccc12	-4	21	2	-3	-2	1	-3	3	-19
O=C(N/N=C/c1cccc(OC(=O)c2ccc([N+](=O)[O-])cc2)c1)c1cccnc1	-9	1	-2	-6	3	7	-2	-1	6
CCOc1ccc(C(=O)Nc2ccncc2)cc1	5	6	-2	-1	-5	11	1	-6	-2
COc1ccc(/C=C/C(=O)OCC(=O)NC2CCCCCC2)cc1OC	10	/	/	/	16	10	87*	-2	/
O=C(COC(=O)/C=C/c1ccc(S(=O)(=O)N2CCOCC2)cc1)NC1CCCCCCC1	-12	16	1	5	7	-3	53*	-1	0
COC(=O)c1cc(C(=O)Nc2nnc(C3CC3)s2)cc([N+](=O)[O-])c1	-4	-6	-2	-8	1	1	-1	-1	4
The listing continues.
SMILES	PREPL inh	ZTA DNA inh	LYPLA1 inh	LYPLA2 counter	pPAFAH inh	PAFAH1B3 FP inh	PAFAH2 FP inh	PAFAH1B2 inh	EBNA-1 inhibitor
O=C(Cc1ccc(Cl)cc1)Nc1ccc(CN2CCCCC2)cc1	5	9	-5	-5	8	0	-6	8	5
CCS(=O)(=O)N1CCN=C1SCc1ccccc1	-7	9	-1	3	3	10	-3	3	3
Cc1cc(C(=O)N/N=C/c2c[nH]c3ccccc23)cs1	19	-5	-2	2	-2	-3	-6	-2	4
CCCN1Cc2cccc(C(=O)N3CCN(c4ccc(OC)cc4)CC3)c2C1=O	-14	-4	1	4	1	4	0	-2	1
CCc1ccc(C(=O)NCc2ccc(Cl)cc2)cc1	3	-20	2	8	5	2	2	2	1
CS(=O)(=O)c1nsc2nc(=O)c(/C=C3\C=Nc4ccccc43)c(N)n12	-1	17	-2	-8	-5	3	2	2	9
Cc1ccc(/C=C/C(=O)OCn2nnc3ccccc3c2=O)o1	10	-6	0	4	-1	8	28	-1	-5
CCc1nnc(NC(=O)CSc2nnc3c(n2)[nH]c2ccccc23)s1	-4	7	-5	-6	1	4	1	-3	9
CN1c2ccccc2C(=O)/C(=C\Nc2ccc(F)cc2)S1(=O)=O	-4	-11	-1	-4	-3	1	3	6	-9
O=C(NC1CCSC1=O)c1ccc(Cl)cc1 (stereo not given)	8	11	0	4	-3	7	-1	2	-6
NC(=O)CC(NC(=O)c1ccccc1)c1ccc(N2CCC(Br)CC2)c([N+](=O)[O-])c1 (stereo not given)	-2	-4	0	5	-4	3	-3	5	-5
Clc1ccc(-c2cn3cccnc3n2)cc1Cl	-13	12	-11	-23	3	-20	-28	-19	7
CCCCNC(=O)Cc1ccc(Br)cc1	-10	-23	-1	-1	-4	9	1	9	-9
Cn1c(=O)n(CC(=O)NC2CCCCC2)c(=O)c2ccccc21	-12	-15	1	2	-8	2	10	4	-17
COc1ccccc1N1CCN(C(=O)C2CCN(S(=O)(=O)c3ccccc3)CC2)CC1	7	17	0	5	7	0	-1	2	1
CCN(CC(=O)Nc1ccccc1C(=O)OC)S(=O)(=O)c1ccc(OC)cc1	-2	3	-1	2	0	-2	-4	-3	15
O=S(=O)(c1ccc(N2CC=C(c3ccccc3)CC2)nc1)N1CCCC1	5	7	-1	1	5	8	-4	7	3

A portion of the results above, for reference:
SMILES	PREPL inh	ZTA DNA inh	LYPLA1 inh	LYPLA2 counter	pPAFAH inh	PAFAH1B3 FP inh	PAFAH2 FP inh	PAFAH1B2 inh	EBNA-1 inhibitor
CCN(CC(=O)Nc1ccccc1C(=O)OC)S(=O)(=O)c1ccc(OC)cc1	-2	3	-1	2	0	-2	-4	-3	15
O=S(=O)(c1ccc(N2CC=C(c3ccccc3)CC2)nc1)N1CCCC1	5	7	-1	1	5	8	-4	7	3

Screening results as filed in PubChem BioAssay.

An excerpt, so the mix of outcomes need not match the whole.
